AmpC no deterg = AmpC beta-lactamase inhibition without detergent; P00811; AmpC nitrocefin hydrolysis, absorbance 480 nm, 0.0001% Triton; Potency, µM (highest dose often 57.1 µM), without a hit: at the highest dose activity change, negative = inhibition, usual class: inhibitors; actives 0.52% (n = 330,000); AID 485341;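 further: potency means the concentration at half of the fitted maximal effect; plate controls were no compound for no effect and no enzyme for full effect; nearly all actives have a fitted effect of over 20% in size; some results filed as inactive show a strong effect at the top dose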
Target sequence (P00811 whole entry, looked up): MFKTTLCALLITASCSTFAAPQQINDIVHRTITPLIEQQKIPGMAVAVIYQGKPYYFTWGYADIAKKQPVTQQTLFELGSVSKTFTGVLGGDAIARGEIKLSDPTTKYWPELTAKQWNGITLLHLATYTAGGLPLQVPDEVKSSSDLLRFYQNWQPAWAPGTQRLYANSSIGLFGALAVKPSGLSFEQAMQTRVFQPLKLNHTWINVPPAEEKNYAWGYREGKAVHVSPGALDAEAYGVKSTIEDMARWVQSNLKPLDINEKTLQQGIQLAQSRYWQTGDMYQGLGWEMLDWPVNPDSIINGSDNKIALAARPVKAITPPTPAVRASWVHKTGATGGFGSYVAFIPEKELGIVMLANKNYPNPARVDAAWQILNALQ
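20 mM phosphate pH 7.0 + 0.01% (detergent screen) or 0.0001% Triton X-100; 5.3 nM AmpC reagent; cpd preinc 15 min RT; nitrocefin (800 uM stock) to start; A480 q20 s × 4 min; Activity was normalised to no-enzyme and no-compound control wells.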
HCV inhibitor = blocks hepatitis C virus; Potency, µM (titrated, usually from 41.8 µM), for the others: top-dose activity change, negative = inhibition, most hits filed as inhibitors; actives 3.4% (n = 340,000); Huh7.5.1 HCVcc-Cre infection, luciferase reporter, 44 h; further: potency means the concentration at half of the fitted maximal effect
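HCVcc-Cre virus at an moi near 0.5 was added right after compound to cells cultured 4 h from seeding (1,000 cells/well). Luciferase activity was determined 44 h later, 15 min after substrate addition at RT.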
Sm TGR inh = inhibitors of Schistosoma mansoni thioredoxin glutathione reductase; purified TGR, DTNB reduction, TNB absorbance 405 nm; Potency, µM (doses to about 114 µM), without a hit: at the highest dose activity change, negative = inhibition, usual class: inhibitors; actives 3% (n = 360,000); AID 485364; further: potency means the concentration at half of the fitted maximal effect; nearly all actives have a fitted effect of over 60% in size
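Kinetic colorimetric format: TGR-catalysed, NADPH-driven DTNB reduction monitored via TNB absorbance. Enzyme dispensed at 20 nM; compound exposure 15 min at room temperature before reaction start.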
AmpC inh detg = inhibitors of E. coli AmpC beta-lactamase with detergent; Potency, µM (series often up to 114 µM), for the others: at the top dose activity change, negative = inhibition, usual class: inhibitors; AID 485294; actives 0.041% (n = 370,000); AmpC hydrolysis of nitrocefin, absorbance 480 nm, 0.01% Triton; P00811;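 further: potency means the concentration at half of the fitted maximal effect; 0% = no-compound wells and -100% = no-enzyme wells; nearly all actives have a fitted effect of over 25% in size; some results filed as inactive show a strong effect at the top dose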
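20 mM phosphate pH 7.0 + 0.01% (detergent screen) or 0.0001% Triton X-100; 5.3 nM AmpC reagent; cpd preinc 15 min RT; nitrocefin (800 uM stock) to start; A480 q20 s × 4 min; Activity was normalised to no-enzyme and no-compound control wells.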
HCMV antiviral = human cytomegalovirus inhibition; HFF cells, HCMV-luciferase reporter, 72 h; active compounds read low; activity change, negative = inhibition, % at 57.5 µM; actives 4.5% (n = 410,000); AID 1259415; in the data active means activity change below about -60%; inconclusive means no clear call, values can overlap the other calls; inactive means above about -39%
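Two-dose cell screen: HFF monolayers treated with compounds and infected with luciferase-expressing HCMV at 1 PFU/cell, 72 h at 37C, then lysed for luciferase measurement.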
Giardia FBPA inh = inhibitors of Giardia lamblia fructose-1,6-bisphosphate aldolase; AID 2451; Potency, µM (top dose mostly 59.6 µM), inactives show at the top dose activity, negative = inhibition, usual class: inhibitors; purified Giardia FBPA; actives 0.71% (n = 290,000); further: potency means the concentration at half of the fitted maximal effect; nearly all actives have a fitted effect of over 55% in size
Target sequence (A8B2U2 whole entry, looked up): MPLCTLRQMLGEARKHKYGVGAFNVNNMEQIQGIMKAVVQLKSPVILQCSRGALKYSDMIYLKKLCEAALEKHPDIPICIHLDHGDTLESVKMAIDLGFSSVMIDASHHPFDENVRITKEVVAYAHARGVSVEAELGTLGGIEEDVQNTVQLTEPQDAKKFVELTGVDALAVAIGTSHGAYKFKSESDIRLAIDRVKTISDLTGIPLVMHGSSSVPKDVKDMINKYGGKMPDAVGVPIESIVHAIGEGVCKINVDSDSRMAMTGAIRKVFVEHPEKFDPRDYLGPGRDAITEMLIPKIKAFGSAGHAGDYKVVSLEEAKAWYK
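40 nM FBPA preincubated 10 min at RT with compound (up to 57.5 uM final), then substrate plus GAPDH/TPI/NAD/arsenate coupling and diaphorase/resazurin added. Fluorescence read after 20 min at RT, 525/598 nm.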
Starred values were filed as active, the others as inactive; ? = inconclusive; . = no result given; & = joins results of further samples; [ ] = another dose, or the depositor's remark. Unless noted, the call rests on the fitted dose curve; in most records, active means well fitted curve in the direction sought with a large enough effect; inconclusive means small, poorly fitted or top-dose-only effect, or another doubt; inactive means no such curve, though single readings can be large; an effect the other way counts as inactive or inconclusive. Unless noted, on the % scale 0 is the no-effect control and ±100 the full control effect.

SMILES	AmpC no deterg	HCV inhibitor	Sm TGR inh	AmpC inh detg	HCMV antiviral	Giardia FBPA inh
N#Cc1cccc(-c2nnc(SCc3ccccc3C#N)o2)c1	-16%	7%	1%	4%	22	0%
COc1ccc(C(N)=O)c(OCC(=O)Nc2cc(C)on2)c1	-11%	-3%	0%	2%	35	.
O=C(O)c1cccc(N=NN2CCOCC2)c1	-11%	0%	1%[57.1 µM]	-9%	-30	1%
COc1ccc(-c2noc(N3CCC(C(=O)N4CCN(c5ccccc5F)CC4)CC3)n2)cc1	.	.	-11%	-1%	-4	.
CC(=O)CCC(=O)N1CCCC(N2CCN(c3cccc(Cl)c3)CC2)C1 (configuration not stated)	45%	7%	-4%	6%	25	1%
Cc1ccc(CNC(=O)Cn2c(-c3cccs3)cc3cc(Cl)ccc32)cc1	.	.	3%	16%	-16	.
CCOC(=O)c1ccc(NC(=O)c2ccccc2[N+](=O)[O-])cc1	-25%	?	-4%	3%	22	-1%
O=C(CN(Cc1ccccc1)C(=O)CNS(=O)(=O)c1ccc(F)cc1)NCC1CCCO1 (configuration not stated)	-1%	-1%	6%	4%	-9	.
O=C(NC12CC3CC(CC(C3)C1)C2)c1cncc(O)c1	-14%	4%	0%	-8%	-18	2%
COc1ccc(-c2cc3nc(C)c(CCC(=O)N4CCN(c5ccccc5)CC4)c(C)n3n2)c(OC)c1	.	.	8%	13%	10	.
O=C(COC(=O)/C=C/c1cccc(F)c1)NC(=O)NC1CCCC1	0%	10%	.	.	-9	.
N/C(=N\OC(=O)c1ccccc1)c1ccn[nH]1	-12%	12%	6%	-8%	127	.
O=S(=O)(c1ccc(F)cc1)N1CCN(c2ccc(-c3ccccc3)nn2)CC1	-21%	-12%	3%	6%	-9	4%
Cc1[nH]c(=O)c(C#N)cc1-c1ccncc1	-20%	-39%	7%	?	56	-1%
COc1ccc2c(c1)c(=O)c(S(=O)(=O)c1ccc(C)c(C)c1)cn2CC(=O)Nc1ccccc1	.	.	0%	1%	7	.

Shown in markdown: entries from further up
| structure | AmpC no deterg | HCV inhibitor | Sm TGR inh | AmpC inh detg | HCMV antiviral | Giardia FBPA inh |
| --- | --- | --- | --- | --- | --- | --- |
| N#Cc1cccc(-c2nnc(SCc3ccccc3C#N)o2)c1 | -16% | 7% | 1% | 4% | 22 | 0% |
| COc1ccc(C(N)=O)c(OCC(=O)Nc2cc(C)on2)c1 | -11% | -3% | 0% | 2% | 35 | . |
| O=C(O)c1cccc(N=NN2CCOCC2)c1 | -11% | 0% | 1%[57.1 µM] | -9% | -30 | 1% |
| COc1ccc(-c2noc(N3CCC(C(=O)N4CCN(c5ccccc5F)CC4)CC3)n2)cc1 | . | . | -11% | -1% | -4 | . |
| CC(=O)CCC(=O)N1CCCC(N2CCN(c3cccc(Cl)c3)CC2)C1 (configuration not stated) | 45% | 7% | -4% | 6% | 25 | 1% |
| Cc1ccc(CNC(=O)Cn2c(-c3cccs3)cc3cc(Cl)ccc32)cc1 | . | . | 3% | 16% | -16 | . |

The list continues:
SMILES	AmpC no deterg	HCV inhibitor	Sm TGR inh	AmpC inh detg	HCMV antiviral	Giardia FBPA inh
O=c1cc(CO)oc(C(Nc2ccccn2)c2ccccc2Cl)c1O (configuration not stated)	-25%	2%	?	-12%	6	-16%
O=C(c1ccco1)c1coc2c1cc(O)c1ccccc12	-44%	-13%	.	-2%	57	?
COc1ccc(N2CCC(CNC(=O)Nc3ccc(C)c(C)c3)C2)cc1 (configuration not stated)	-16%	-6%[8.37 µM]	?	?	11	?
O=C(OCc1nnc(-c2ccccc2)o1)C1CCN(C(=O)c2ccc(Cl)cc2)CC1	113%[activator]	36%[activator]	-4%	7%	-8	.
CN(CC(=O)Nc1cccc(F)c1)C(=O)CCCn1c(=O)oc2ccccc21	2%	5%	0%	0%	20	.
C=CCNc1sc(C(=O)c2cccs2)c(N)c1C#N	-17%	-28%	-6%	2%	-1	6%
Cc1cc(C(=O)OCC(=O)N2c3ccccc3NC(=O)C2(C)C)c(C)n1-c1ccccc1	-4%	?	0%	-7%	-30	-2%
COCc1c(C(=O)OCC(=O)N2c3ccccc3CC2C)oc2ccccc12 (configuration not stated)	-11%	12%	-22%	-21%	13	0%
O=C(Cn1nnc(-c2cccs2)n1)N1CCOCC1	-14%	26%	0%	-2%	-16	2%
CC(=O)Nc1c(C)nn(-c2ccc(C)c(C)c2)c1C	-10%	-3%	4%	4%	10	4%
CCOc1ccc(N2C(=O)/C(=C/c3ccccc3)N=C2SC)cc1	-23%	-15%	-2%	-13%	-21	3%
CCC(C)[C@H](NC(=O)[C@@H]1CSC2c3ccccc3C(=O)N21)C(=O)NCc1ccncc1 (some centres not stated)	15%	11%	-10%	3%	21	.
CCN(CC)c1ccc(-c2nc3cnccn3c2NC2CCCC2)cc1	-26%	32µM*	-2%	-1%	14	-5%
COc1ccc(C(=O)NC2CC2)cc1OC1CCN(Cc2ccc(Cl)cc2)CC1	61%[activator]	?	0%	-7%	.	.
NS(=O)(=O)c1ccc(CNC(=O)c2cc(=O)c3ccccc3o2)cc1	-16%	9%	-9%	-16%	-20	0%
Cc1ccc(CSCC(=O)N2CCOCC2)cc1	-6%	2%	9%	-1%	20	0%
CCCc1nc2ccc(NC(C)=O)cc2c(=O)n1Cc1cccc(Cl)c1	-8%	-2%	-22%	?	7	0%
COc1cc(NC(=O)COC(=O)c2ccc(C)c(S(=O)(=O)N3CCCCC3)c2)c(C)cc1[N+](=O)[O-]	-11%	?	3%	-1%	18	1%
O=C(CN1C(=O)C2C3C=CC(C3)C2C1=O)NCc1ccco1 (configuration not stated)	-13%	-3%	-15%	-3%	-5	-1%
CCc1ccccc1NC(=O)CC(c1ccc(F)cc1)N1Cc2ccccc2C1=O (configuration not stated)	.	.	1%	13%	-26	.
Cc1ccc(S(=O)(=O)N2CCCCC2)cc1C(=O)N1CCCC1	-14%	.	-2%	2%	32	.
COc1cc(Nc2cc(C)nc3nc(C)nn23)cc(OC)c1OC	1%	6%	2%	?	62	-1%
Cc1ccc(S(=O)(=O)N(CC(=O)O)c2ccc(Cl)c(C(F)(F)F)c2)cc1	-2%	4%	.	2%	-33	22%
Cc1ccc(-c2cc(=O)c3ccc(F)cc3[nH]2)cc1	-16%	23%	0%	7%	3	0%
CC(C)c1ccc(NC(=O)Cn2nnc(C(=O)NCCc3ccccc3)c2N)cc1	.	.	1%	-6%	7	.
CC(C)Oc1ccc(C(CC(=O)NCc2ccco2)c2ccccc2)cc1 (configuration not stated)	-22%	.	4%	1%	-20	10%
CCNc1nc(SCCOc2ccccc2)nc(N(C)C)n1	-17%	?	1%	0%	?	-4%
Cc1ccc2nc3c(cc2c1)CN(Cc1ccco1)C(=NCC1CCCO1)S3 (configuration not stated)	-28%	-11%	?	5%	-70*	3%
COc1ccc(-c2[nH]ncc2/C=N\NS(=O)(=O)c2ccccc2)cc1OC	-34%	2%	-14%	-5%	-2	0%
CCc1ccc(CNC(=O)CCC(=O)N2Cc3cccc(OC)c3Oc3ncccc32)cc1	106%[activator]	0%	0%&11%	1%&13%	-34&1	0%
CCOc1ncccc1C(=O)OC(C)C(=O)NC(=O)NC1CCCCC1 (configuration not stated)	11%	-1%	2%	5%	?	-1%
COC(C(=O)N/N=C(\C)CC(=O)Nc1ccc(N(C)C)cc1)c1ccccc1 (configuration not stated)	7%	17%	-20%	8%	-27	-6%
COc1ccc(CCC(=O)OCC(=O)Nc2ccccc2)cc1	-22%	14%	-1%	-7%	-12	-3%
Cc1ccc(-n2ncc3c(N4CCC(C)CC4)ncnc32)cc1C	.	.	0%	6%	-25	.
CS(=O)(=O)NC1c2cccc3cccc(c23)C1N1CCOCC1 (configuration not stated)	-3%	1%	-17%	1%	-34	-4%
O=C(O)CN(c1ccccc1)S(=O)(=O)c1cc(C(F)(F)F)cc(C(F)(F)F)c1	-40%	12%	-9%	-2%	6	6%
CCN(CC)S(=O)(=O)c1ccc(NS(=O)(=O)c2ccc(C)c(C)c2)cc1	-11%	-9%	-4%	0%	-8	4%
Cc1noc(N)c1C(=O)Nc1ccc(C(C)(C)C)cc1	-10%	-4%	-1%	-15%	155	-12%
COc1ccc(N2C(=O)C(=O)/C(=C(/O)c3ccc(C)cc3)C2c2cccnc2)cc1 (configuration not stated)	-21%	3%	-8%	-5%	35	16%
CCN(CCCNC(=O)CSc1cc(=O)n(CC)c2ccccc12)c1ccccc1	.	.	0%	-4%	1	.
CCOC(=O)C1C(C(=O)OC)=C(C(=O)OC)c2ccccc2N1S(=O)(=O)C(F)(F)F (configuration not stated)	-5%	?	.	.	23	-1%
O=C(CSc1nnc(-c2cccnc2)n1C1CCCCC1)NC1CCCCC1	6%	2%	2%	?	-24	-17%
O=S(=O)(Nc1cccc(C(F)(F)F)c1)c1ccc(-c2cnc(C3CC3)o2)cc1	.	.	-2%	-1%	-38	.
O=C(Cn1c(=O)ccc2cc(S(=O)(=O)N3CCCC3)ccc21)NCc1ccc(F)cc1	.	.	8%	4%	-2	.
COCCCNC(=O)Cn1cc(/C=C(\C#N)C(=O)N2CCN(c3ccccc3)CC2)c2ccccc21	191%[activator]	4%	-10%	?	-18	1%
Cc1cc(O)c(C)c(O)c1/C=N/NC(=O)c1cccnc1	-10%	13µM*	-3%	-11%	-97*	-25%
O=C1/C(=N\S(=O)(=O)c2cccs2)C([n+]2ccc(CCCc3ccccc3)cc2)=C([O-])c2ccccc21	-42%	?	-22%	3%	-7	?
CN(CC(=O)Nc1c(Cl)cccc1Cl)C(=O)c1n[nH]c2ccccc12	?	5%[8.37 µM]	-1%	-4%	-29	.
COc1cccc(OCCSc2nnc3sc4ccccc4n23)c1	17%	-3%	7%	3%	39	16µM*
Cc1ccc(-n2c(=O)c3oc4ccccc4c3n(Cc3ccccc3)c2=O)cc1C	.	.	4%	1%	5	.
Cn1c(=O)c2c(ncn2Cc2cccc(Cl)c2)n(C)c1=O	24%	11µM*	-3%	-9%	-75*	6%
CCc1nnc(NC(=O)CCC(=O)N2CCN(S(=O)(=O)c3cc(Cl)ccc3OC)CC2)s1	138%[activator]	10%	0%	3%	-21	.
Cc1ccc(-c2cc(NC(=O)c3ccccc3Cl)on2)cc1	.	.	0%	6%	54	.
CCc1cccc(C)c1NS(=O)(=O)c1ccc2c(c1)NC(=O)C(C)C(=O)N2 (configuration not stated)	.	.	3%	4%	0	.
O=C(NC1CCCC1)C1CC(c2ccc(F)cc2)=NO1 (configuration not stated)	-2%	?	12%	2%	-3	0%
COc1cc(CCC(=O)OCC(=O)Nc2c(C)cccc2C(C)C)cc(OC)c1OC	9%	25%	-2%	1%	5	3%
O=C(O)/C(=C\c1ccc(Cl)c([N+](=O)[O-])c1)c1ccc(S(=O)(=O)N2CCCC2)s1	-33%	-6%	-24%	1%	19	.
Cc1cccc(OCc2ccc(-c3nc(C#N)c(NCc4cccnc4)o3)o2)c1	.	.	-1%	0%	-27	.
O=c1c2ccccc2nc(-c2ccccc2)n1-c1ccncc1	-12%	3%	-4%	-5%	8	4%
CCCCNC(=O)[C@H]1N2C(=O)c3c(ccc(OC)c3OC)C2SC1(C)C (some centres not stated)	28%	-1%	-4%	-12%	-5	-27%

Compound activity: PubChem, National Center for Advancing Translational Sciences (NCATS)
